Bioassay records from PubChem BioAssay.
G9a inh – inhibitors of human histone lysine methyltransferase G9a | Q96KQ7 | G9a H3K9 monomethylation, AlphaScreen, 2 h | Potency, µM (highest dose often 102 µM), for inactives: at the top dose activity, negative = inhibition, usual class: inhibitors | hit rate 8.8% among 350,000; further: potency means the concentration at half of the fitted maximal effect; on the % scale 0 is the no-effect control and ±100 the full control effect; nearly all actives have a fitted effect of over 75% in size
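G9a (20 nM) preincubated 15 min RT with compounds, then 500 nM biotinylated H3K9 peptide and 20 uM SAM added; 2 h RT reaction. Monomethyl-H3K9 product detected by AlphaScreen with anti-H3K9me1 antibody, streptavidin donor and anti-rabbit IgG acceptor beads.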
JMJD2A Tudor inh – inhibitors of human JMJD2A Tudor domain. O75164. AlphaScreen JMJD2A-Tudor / H3K4me3 peptide binding. Potency, µM (highest dose often 114 µM), for the others: at the highest dose activity change, negative = inhibition, most hits filed as inhibitors. hit rate 4.4% among 390,000; further: potency means the concentration at half of the fitted maximal effect; on the % scale 0 is the no-effect control and ±100 the full control effect; nearly all actives have a fitted effect of over 50% in size
Target sequence (O75164 whole entry, looked up, the tested form may be a part): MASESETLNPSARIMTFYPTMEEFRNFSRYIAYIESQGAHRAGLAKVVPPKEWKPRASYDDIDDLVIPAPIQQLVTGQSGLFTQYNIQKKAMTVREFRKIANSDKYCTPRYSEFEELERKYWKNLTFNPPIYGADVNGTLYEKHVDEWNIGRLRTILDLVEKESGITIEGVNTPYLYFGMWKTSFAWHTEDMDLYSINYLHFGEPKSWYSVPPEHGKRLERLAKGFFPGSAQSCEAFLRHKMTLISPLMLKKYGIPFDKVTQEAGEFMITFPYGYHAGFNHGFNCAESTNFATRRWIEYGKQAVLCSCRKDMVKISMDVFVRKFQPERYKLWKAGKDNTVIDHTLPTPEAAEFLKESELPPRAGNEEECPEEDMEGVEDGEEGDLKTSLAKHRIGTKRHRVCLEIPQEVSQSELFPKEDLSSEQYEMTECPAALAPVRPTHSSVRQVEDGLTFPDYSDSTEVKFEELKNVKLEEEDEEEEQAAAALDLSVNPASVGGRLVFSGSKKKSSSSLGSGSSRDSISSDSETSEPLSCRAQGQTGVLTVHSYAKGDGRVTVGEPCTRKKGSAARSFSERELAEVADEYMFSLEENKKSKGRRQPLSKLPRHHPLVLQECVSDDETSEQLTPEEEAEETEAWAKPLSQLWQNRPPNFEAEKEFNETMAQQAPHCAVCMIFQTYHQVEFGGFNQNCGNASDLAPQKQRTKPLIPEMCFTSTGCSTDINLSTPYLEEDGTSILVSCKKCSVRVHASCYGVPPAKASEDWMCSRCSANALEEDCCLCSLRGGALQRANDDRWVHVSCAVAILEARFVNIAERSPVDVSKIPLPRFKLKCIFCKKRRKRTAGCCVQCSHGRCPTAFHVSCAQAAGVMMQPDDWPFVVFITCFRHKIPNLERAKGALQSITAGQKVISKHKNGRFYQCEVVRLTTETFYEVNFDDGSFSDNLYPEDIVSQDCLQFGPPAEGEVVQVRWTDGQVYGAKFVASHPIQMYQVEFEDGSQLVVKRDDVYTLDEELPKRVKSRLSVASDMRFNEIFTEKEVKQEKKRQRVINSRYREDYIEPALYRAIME
GLS inhibitor – blocks human kidney-isoform glutaminase activity; GLS enzymatic activity, qHTS titration; Potency, µM (titrated, usually from 45.5 µM), without a hit: at the top dose activity change, negative = inhibition, hits mostly inhibitors; hit rate 0.21% among 410,000; AID 624170; further: potency means the concentration at half of the fitted maximal effect; on the % scale 0 is the no-effect control and ±100 the full control effect
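hKGA; 45 mM KH2PO4 pH 8.2 + 0.02% Tween-20; cpd via pin tool; 1 mM Gln soln; GluOx/HRP/Amplex Red; RT 30 min; fluor. t0 & final.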
PI4K2A inh – inhibitors of human PI4K2A. Q9BTU6. purified PI4K2A, ADP-Glo luminescence, 1 h; active compounds read low. activity change, negative = inhibition, % at 76.9 µM. hit rate 0.13% among 420,000; in the data active means activity change below about -50%; inconclusive means mostly about -30% to -49%;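 further: -100% = wells without enzyme as full effect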
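Compounds are screened against recombinant PI4K2A using PI as substrate and ATP, the latter dispensed at 300 microM. Reactions run one hour at ambient temperature before ADP-Glo detection; full inhibition defined by wells lacking enzyme.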
HP1b chromo inh – HP1-beta chromodomain-methylated histone interaction inhibition; P83916; AlphaScreen HP1-beta / biotin-H3K9me3 peptide binding; Potency, µM (top dose mostly 114 µM), for the others: at the highest dose activity change, negative = inhibition, hits mostly inhibitors; hit rate 0.56% among 390,000; AID 540317; further: potency means the concentration at half of the fitted maximal effect; nearly all actives have a fitted effect of over 70% in size; inactives centre near 23
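Compound inhibition of the preformed complex between 50 nM HP1-beta and 50 nM biotinylated H3K9me3 peptide was read by AlphaScreen. Buffer was PBS pH 7.4 with 0.01% Tween-20. Incubations ran 30 min at room temperature, with 10 ug/mL donor/acceptor beads.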
ERG-DNA inh – inhibitors of human ERG Ets domain-DNA interaction. Potency, µM (doses to about 76.9 µM), for inactives: at the highest dose FP activity, negative = inhibition, hits mostly inhibitors. P11308. hit rate 0.028% among 370,000. fluorescence polarization, His-ERG Ets domain / labelled DNA. AID 624246; active means well fitted inhibition curve with a large enough effect in the polarisation, with a control signal flat; inconclusive means small, poorly fitted or top-dose-only effect, or effect the other way, or a change in a side signal; inactive means no such curve, though single readings can be large or run the other way; the % refers to the polarisation;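 further: polarization taken with two DNA probes labelled with fluorescein and Texas red; potency means the concentration at half of the fitted maximal effect; % of control where 0% means no effect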
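His-tagged ERG Ets domain (1 uM in the protein solution; 300mM KCl, 50mM Tris-HCl, 1mM EDTA, 1mM DTT, pH 7.5) received compound, then a probe mix of 5 nM fluorescein-DNA and 100nM Texas-615-DNA. Fluorescence polarization was read for both dyes.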
ALOX12 inh – inhibitors of human 12S-lipoxygenase ALOX12; Potency, µM (highest dose often 108 µM), inactives show at the highest dose activity change, negative = inhibition, usual class: inhibitors; hit rate 1.1% among 580,000; purified 12hLO, xylenol orange hydroperoxide absorbance; further: potency means the concentration at half of the fitted maximal effect; on the % scale 0 is the no-effect control and ±100 the full control effect
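Hydroperoxide product was detected by ferrous iron/xylenol orange as the 573 to 405 nm absorbance ratio. Arachidonic acid at 40 uM (final) was turned over for 30 min at room temperature by 150 nM human 12hLO, pH 7.0 Hepes buffer, after 15 min compound preincubation.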
RGS4 inh – human RGS4 inhibition; P49798; Transcreener GDP fluorescence polarization, RGS4-accelerated GTP hydrolysis; Potency, µM (titrated, usually from 114 µM), for the others: top-dose activity change, negative = inhibition, hits mostly inhibitors; hit rate 0.039% among 390,000; further: potency means the concentration at half of the fitted maximal effect; on the % scale 0 is the no-effect control and ±100 the full control effect; nearly all actives have a fitted effect of over 75% in size; some results filed as inactive show a strong effect at the top dose
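MLSMR compounds (23 nl, pin-transferred) preincubated 10 min at room temperature with a 500nM (2x) first reagent, then RGS4 at 900nM (2x) plus Transcreener GDP mix added; fluorescence polarization (620/688 nm) read before and after 90 min at 30 °C.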
BAZ2B block – inhibitors of human BAZ2B bromodomain; Q9UIF8; AlphaScreen BAZ2B-H3K14Ac peptide displacement; Potency, µM (highest dose often 114 µM), without a hit: top-dose activity change, negative = inhibition, most hits filed as inhibitors; hit rate 4.4% among 360,000; AID 504333; further: potency means the concentration at half of the fitted maximal effect; on the % scale 0 is the no-effect control and ±100 the full control effect; nearly all actives have a fitted effect of over 60% in size
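Inhibition is scored as reduced AlphaScreen emission. The BAZ2B/b-H3(5-23)K14Ac complex (50 nM each) in PBS pH 7.4, 0.01% Tween-20 meets compound (up to 110 uM) for 30 min at RT before bead addition.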
Starred values were filed as active, the others as inactive; i = inactive; ? = inconclusive; nt = not tested or not shown; & = joins results of further samples; ! = repeats disagree; [ ] = dose if it differs, or a comment. Unless noted, the call rests on the fitted dose curve; in most records, active means well fitted curve in the direction sought with a large enough effect; inconclusive means small, poorly fitted or top-dose-only effect, or another doubt; inactive means no such curve, though single readings can be large; an effect the other way counts as inactive or inconclusive. Some of the compounds tested. The share of hits here may be higher or lower than overall.

SMILES	G9a inh	JMJD2A Tudor inh	GLS inhibitor	PI4K2A inh	HP1b chromo inh	ERG-DNA inh	ALOX12 inh	RGS4 inh	BAZ2B block
Cc1ccc(NC(=O)c2cccc(S(=O)(=O)N3CCN(c4ccc(F)cc4)CC3)c2)nc1	nt	-29%	0%	0	16%	16%	0%	22%	?
CCSc1nc(N2CCOCC2)c2ccccc2n1	-8%[59 µM]	20%	-11%	6	51%[activator]	-2%	0%[57.4 µM]	-2%	-4%
Cc1noc(C)c1S(=O)(=O)Nc1ccc2c(c1)C(=O)N([C@H](C)CO)C[C@H](C)[C@@H](CN(C)C(=O)Nc1ccccc1)O2	nt	-15%	1%	1	19%	-1%	4%	10%	nt
CCOc1ccccc1N(C(=O)c1ccco1)C(C(=O)NC1CCCC1)c1cccnc1 (configuration not stated)	13%[12.7 µM]	-9%	-3%	0	23%	3%	410%[activator]	-7%	-5%
CS(=O)(=O)N(CC(N)=O)Cc1ccc(Cl)cc1	1%[12.7 µM]	-8%	-2%	-2	21%	nt	-6%	-8%	11%
CC(C)(C)c1cc(CN(CCO)CCO)c(O)c(C(C)(C)C)c1	nt	-31%	-1%	-1	33%	-1%	?	-13%	-18%
COC(=O)C1=C(C(=O)OC)SC(=C2C(=S)C(C)(C)N(C(=O)CC(C)C)c3ccccc32)S1	7.9µM*	11µM*	-7%	-3	-77%	10%	-15%	?	4µM*
O=C(CN1C(=O)NC2(CCCC2)C1=O)NCC1CCCO1 (configuration not stated)	-44%	2%	0%	2	22%	13%	-3%	-2%	-15%
COc1cc(/C=N/NC(=O)CN2CCCCC2)ccc1OCc1ccccc1	14%[59 µM]	-21%	6%	-8	15%	5%	-23%	13%	-13%
CN(C(=S)NC1CCCCC1)C1(c2ccccc2Cl)CCCCC1=O (configuration not stated)	22%[59 µM]	-13%	-2%	6	32%	3%	-11%	-19%	-12%
Cc1nc2ccc(NC(=O)c3ccc([N+](=O)[O-])cc3)cc2s1	13%[59 µM]	-5%	2%	-1	19%	-3%	-14%	-9%	-20%
Cc1ccc(CNC(=O)CCSCCC(=O)NCc2ccc(C)cc2)cc1	2%[59 µM]	-16%	-10%	-3	-8%	4%	0%	-5%	-4%
Cc1ccc(NCc2cccn2-c2nnc(N3CCC(C(=O)NCc4ccc(F)cc4)CC3)s2)cc1	-7%[59 µM]	?	-12%	-15	-7%	-8%	-8%	23%	-9%
CCOC(=O)C(C)Oc1c(Br)cc(C2NC(=O)NC(C)=C2C(C)=O)cc1OCC (configuration not stated)	8%	-18%	4%	5	18%	-1%	-24%	-10%	1%
CCOC(=O)N1CCC(NC(=O)c2cccn3c(=O)c4cc(Br)ccc4nc23)CC1	9%	-12%	-2%	-1	44%[activator]	-2%	12%	-5%	-5%
Cc1ccc(S(=O)(=O)Nc2ccccc2-c2nc3ccccc3[nH]c2=O)cc1	12%[2.33 µM]	-27%	1%	1	11%	0%	1%	-7%	-8%
COc1ccc(C(=O)N2CCN(c3ccc(C)cc3C)CC2)cc1OC	-18%	-15%	-5%	9	28%	2%	139%	-9%	-7%
CCCCn1c(N)c(N(CCOC)C(=O)c2ccc(-c3ccc(Cl)cc3)o2)c(=O)[nH]c1=O	11µM*	-14%	3%	-6	6%	3%	?	-38%	?
CCOC(=O)C1CCN(C(=O)c2sc3nc(-c4ccccc4)cn3c2C)CC1	?	-17%	-10%	-3	9%	1%	-2%	?	-29%
COc1ccccc1OCCC(=O)Nc1nc(C)cs1	-1%	-16%	2%	-1	39%	-15%	-3%	26%	-25%
Cc1nc2ccccn2c1C(=O)Nc1ccc2c(c1)OCCO2	-7%[59 µM]	-2%[57.1 µM]	-8%	6	37%	-8%	0%	1%[11.4 µM]	-16%
Cc1ccc(NC(=O)c2c(C)oc3ncnc(N4CCCCC4)c23)cc1Cl	-7%[59 µM]	-14%	-6%	-2	22%	7%	-11%	-13%	1%[57.1 µM]
Cc1ccc(NC(=O)CSCC(=O)Nc2ccccc2C(=O)NC2CC2)cc1	1%	-9%	-6%	-5	33%	-8%	4%	-10%	-5%
N#Cc1ccsc1NC(=O)CN1CCN(c2ccccn2)CC1	-6%	-15%	18%	14	-1%	-3%	2%	21%	-2%
O=C(CSc1nc2[nH]ncc2c(=O)n1-c1ccc(Cl)c(Cl)c1)NCc1ccccc1Cl	?	-29%	-3%	0	-2%	0%	3%	3%	nt
SMILES	G9a inh	JMJD2A Tudor inh	GLS inhibitor	PI4K2A inh	HP1b chromo inh	ERG-DNA inh	ALOX12 inh	RGS4 inh	BAZ2B block
CC(C)[C@@H]1N[C@]2(C(=O)Nc3ccccc32)[C@@H]2C(=O)N(c3cccc(C(F)(F)F)c3)C(=O)[C@@H]21	50µM*	-7%	0%	5	34%	-2%	-12%	-28%	11%
COc1ccc(/C=C/c2noc(-c3ccccc3OC(C)=O)n2)cc1	20%	3%	3%	0	24%	6%	22%	-10%	14%
CS(=O)(=O)c1ccc2nc(NC(=O)CCNC(=O)c3ccc(Cl)cc3)sc2c1	?	5%	-6%	-2	25%	-9%	-13%	0%	5%
COC(=O)NNC(=O)CCCOc1ccc(Cl)cc1Cl	6%[59 µM]	1%	-2%	2	28%	-6%	-15%	8%	9%
Cc1cc(N2CCCCC2)nc(N)n1	9%[59 µM]	-11%	-3%	4	24%	1%	1%	10%[11.4 µM]	6%
Cc1ccc(C(=O)N2NC(c3ccccc3F)C3C(=O)N(c4cccc(C)c4)C(=O)C32)cc1 (configuration not stated)	?	-16%	11%	-2	39%[activator]	0%	i	-7%	-30%
COc1cccc(CNC(=O)CCCn2c(=O)c3cccn3c3cccnc32)c1OC	5%[59 µM]	-4%	-8%	7	41%[activator]	0%	-16%	-3%	-4%
COc1ccc(OC)c(NC(=O)CC2SC(=Nc3ccccc3)N(CCc3ccccn3)C2=O)c1 (configuration not stated)	?	?	2%	-9	6%	13%	20%	35%[11.4 µM]	?
O=S(=O)(c1ccccc1)N(C1=NCCS1)S(=O)(=O)c1ccccc1	-9%[12.7 µM]	-7%	-2%	2	16%	-6%	-3%	21%	6%
CCOC(=O)c1nnn(-c2nonc2N)c1-c1ccccc1Cl	8%	1%	-1%	2	38%	8%	1%	9%	-6%
Cc1ccc(-c2nc3c4ccccc4n(CC(=O)N4CCN(c5ccc(F)cc5)CC4)c(=O)n3n2)cc1	3%[59 µM]	-2%	3%	3	14%	1%	-19%	27%	-2%
C/C=C\C=C/C(=O)Nc1cccc(C2=NOC3(C2)C[C@@H](C(N)=O)N(C(=O)/C=C/CC)C3)c1 (some centres not stated)	?	?	-23%	-17	?	5%	nt	?	-17%
O=C(Nc1ccccc1C(=O)NCc1cccnc1)c1cccc([N+](=O)[O-])c1	-13%	-12%	-1%	4	11%	6%	0%	5%	-23%
COc1ccc2c(c1)CCc1c(C(=O)Nc3c(C)nn(Cc4ccccc4Cl)c3C)noc1-2	-29%[59 µM]	-11%	3%	2	6%	-2%	-18%	-1%	-15%
N#Cc1ccccc1NC(=O)C1CC(=O)N(c2ccc3c4c(cccc24)CC3)C1 (configuration not stated)	-11%[59 µM]	-12%	0%	2	24%	1%	-9%	2%	10%
OCCN1CCN(CC/C=C2/c3ccccc3Sc3ccc(C(F)(F)F)cc32)CC1	11µM*!	?	20%&24%	-7&-4&-2	4%	27%	?	?	?
O=C(NCc1ccco1)c1sc2cc(F)ccc2c1Cl	?	-13%	1%	2	-10%	nt	-19%	-22%	-7%
CCc1ccc(NC(=O)c2cc(-c3cccs3)on2)cc1	-10%&8%[59 µM]	-16%&6%	-6%&5%	9&1	13%[57 µM]	-8%&0%	2%&-3%	3%&2%	-5%&2%

Already shown: entries from further up.
SMILES	G9a inh	JMJD2A Tudor inh	GLS inhibitor	PI4K2A inh	HP1b chromo inh	ERG-DNA inh	ALOX12 inh	RGS4 inh	BAZ2B block
CC(C)[C@@H]1N[C@]2(C(=O)Nc3ccccc32)[C@@H]2C(=O)N(c3cccc(C(F)(F)F)c3)C(=O)[C@@H]21	50µM*	-7%	0%	5	34%	-2%	-12%	-28%	11%
COc1ccc(/C=C/c2noc(-c3ccccc3OC(C)=O)n2)cc1	20%	3%	3%	0	24%	6%	22%	-10%	14%
CS(=O)(=O)c1ccc2nc(NC(=O)CCNC(=O)c3ccc(Cl)cc3)sc2c1	?	5%	-6%	-2	25%	-9%	-13%	0%	5%
COC(=O)NNC(=O)CCCOc1ccc(Cl)cc1Cl	6%[59 µM]	1%	-2%	2	28%	-6%	-15%	8%	9%
Cc1cc(N2CCCCC2)nc(N)n1	9%[59 µM]	-11%	-3%	4	24%	1%	1%	10%[11.4 µM]	6%
Cc1ccc(C(=O)N2NC(c3ccccc3F)C3C(=O)N(c4cccc(C)c4)C(=O)C32)cc1 (configuration not stated)	?	-16%	11%	-2	39%[activator]	0%	i	-7%	-30%
